# CAL PDZ FP-1 = blocks peptide binding to the human CAL PDZ domain; inhibition, % at 24.9 µM; AID 602252; Q9HD26; purified CAL PDZ, TMR-peptide fluorescence polarization, 1 h; 0.92% of 300,000 active;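 active means mean inhibition of at least 30% with at least half of replicates also reaching 30%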;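 further: 0% = DMSO neutral control and 100% = excess unlabeled competitor peptide PRC23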
# PKA-R2B act = activates the human PKA-R2B holoenzyme complex; P22694+P31323; 0.079% of 340,000 active; activation, % at 11.4 µM; PKA-R2B holoenzyme dissociation, Cy5-IP20 fluorescence polarization; R2B truncated from residue 108, S112A mutant; 0% DMSO only, 100% 113 µM cGMP;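 active means activation above a cutoff set at the mean over all compounds plus 3 SD, cut at about 18% in these data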;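 further: higher means more holoenzyme dissociation and a rise in polarization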
# Target sequence (P31323 whole entry, looked up, other chains not shown, the tested form may be a part): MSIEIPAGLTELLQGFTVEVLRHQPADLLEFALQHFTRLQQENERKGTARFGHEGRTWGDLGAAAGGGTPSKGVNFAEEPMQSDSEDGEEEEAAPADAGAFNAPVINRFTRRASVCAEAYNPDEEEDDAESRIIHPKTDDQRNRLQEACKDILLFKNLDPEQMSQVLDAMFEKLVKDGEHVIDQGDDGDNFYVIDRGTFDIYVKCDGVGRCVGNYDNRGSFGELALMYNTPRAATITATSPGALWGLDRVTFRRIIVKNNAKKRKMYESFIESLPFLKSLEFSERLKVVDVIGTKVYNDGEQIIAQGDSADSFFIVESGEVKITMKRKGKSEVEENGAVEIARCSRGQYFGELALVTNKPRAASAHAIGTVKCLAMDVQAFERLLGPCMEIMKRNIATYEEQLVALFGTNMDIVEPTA
# RTF Ca sens inh = cardiac RTF calcium desensitization; IANBD-labeled cardiac RTF, Ca2+ fluorescence; inhibition, % at 7.15 µM; 0.12% of 340,000 active; P19429+P45379;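 active means inhibition above the mean inhibition of all tested compounds plus 3 SD, cut at about 17% in these data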;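 further: assay run at fixed EC70 calcium of 1.6 mM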
# RTF Ca sens act = cardiac RTF calcium sensitization; P19429+P45379; IANBD-labeled TnC RTF fluorescence at EC20 calcium; 0% EC20 calcium, 100% full calcium; activation, % at 7.2 µM; 0.24% of 340,000 active;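 active means activation above the mean over all tested compounds plus 3 SD, cut at about 30% in these data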;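 further: rise in fluorescence read as greater calcium sensitivity of cardiac thin filaments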
# Keap1-Nrf2 PPI = Keap1-Nrf2 (human) interaction inhibition. 0.15% of 340,000 active. inhibition, % at 9.4 µM. Keap1 Kelch-Nrf2 peptide fluorescence polarization, 1536-well. AID 504523. Q14145; in the data active means inhibition above about 12%;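 further: human Keap1 Kelch domain with fluorescein labeled Nrf2 9mer peptide probe; 0% = neutral control wells and 100% = peptide positive control; higher means more block of Keap1 binding to Nrf2 peptide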
# DAGLB inh = blocks human DAGLB lipase activity | Q8NCG7 | HEK293T DAGLB membrane lysate, EnzChek fluorogenic substrate | inhibition, % at 5.17 µM | 0.059% of 340,000 active | AID 504411; in the data active means inhibition above about 34%;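 further: 0% = enzyme with vehicle and 100% = wells lacking enzyme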
# Target sequence (Q8NCG7 whole entry, looked up): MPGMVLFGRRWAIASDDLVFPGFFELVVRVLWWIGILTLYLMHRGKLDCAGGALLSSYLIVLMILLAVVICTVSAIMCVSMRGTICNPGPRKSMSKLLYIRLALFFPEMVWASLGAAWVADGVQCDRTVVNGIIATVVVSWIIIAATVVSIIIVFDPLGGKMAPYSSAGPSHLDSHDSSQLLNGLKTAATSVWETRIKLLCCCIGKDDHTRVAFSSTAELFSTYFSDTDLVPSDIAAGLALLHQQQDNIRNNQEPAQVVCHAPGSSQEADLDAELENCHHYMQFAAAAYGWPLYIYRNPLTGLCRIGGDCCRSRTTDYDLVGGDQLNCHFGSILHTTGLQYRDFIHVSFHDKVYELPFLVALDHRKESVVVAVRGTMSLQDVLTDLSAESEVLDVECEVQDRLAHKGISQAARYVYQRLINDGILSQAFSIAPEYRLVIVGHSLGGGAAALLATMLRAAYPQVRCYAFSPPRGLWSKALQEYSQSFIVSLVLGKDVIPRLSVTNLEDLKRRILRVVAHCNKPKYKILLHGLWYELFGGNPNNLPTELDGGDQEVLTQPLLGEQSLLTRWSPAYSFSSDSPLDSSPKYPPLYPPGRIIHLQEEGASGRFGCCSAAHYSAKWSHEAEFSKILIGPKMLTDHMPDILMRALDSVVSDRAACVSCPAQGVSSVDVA
# LANA DNA inh = blocks KSHV LANA C-terminal domain binding to DNA; inhibition, % at 9 µM; AID 504423; 0.078% of 340,000 active; MBP-C-LANA/FAM-LBS DNA binding, fluorescence polarization;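 active means highest replicate inhibition at or above 60% at 9 µM, even if other replicates fall short; inactive means all replicates below 60% inhibition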;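 further: 0% = neutral control wells and 100% = 4 µM acridine orange control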
# SR-BI DiI-HDL act = SR-BI HDL lipid transfer activation | CHO ldlA[mSR-BI] cells, DiI-HDL uptake fluorescence, 3 h; 100 = double the neutral-control signal | activation, % at 12.5 µM | 0.096% of 320,000 active;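 active means mean replicate activation of at least 60% and every replicate at or above 60%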;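 further: 0% = median plate neutral-control signal and 100% = twice that signal; values of inactives mirror those of a sister screen read the other way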
#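 Material: SR-BI-overexpressing, LDLR-lacking CHO cells | Dosing: Single compound concentration, delivered by pin transfer | Probe or stimulus: Labelled HDL, 10 µg/mL | Signal: Bottom-read cell fluorescence after medium removal, ex 550/em 595 nm | Schedule: 3 h, 37 °C | Evaluation: HDL uptake via cellular fluorescence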
# Rtt109 Vps75 = blocks Candida albicans Rtt109/Vps75 acetyltransferase activity; Q5AAJ8; purified Rtt109/Vps75, ThioGlo CoA-SH fluorescence, 4 h; inhibition, % at 34.9 µM; 0.16% of 330,000 active; AID 540336;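 active means inhibition of at least 50% in every replicate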
# CAL PDZ FP-2 = blocks peptide binding to human CAL PDZ domain | Q9HD26 | purified CAL PDZ, TMR-peptide fluorescence polarization, 1 h | inhibition, % at 20 µM | 0.02% of 330,000 active | AID 504414;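 active means highest replicate inhibition of at least 40%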;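 further: plate controls were DMSO neutral control wells for no effect and unlabeled competitor peptide control wells for full effect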
#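 Test system: tagged CAL PDZ domain / Buffer or medium: sodium phosphate/NaCl buffer pH 7.4 with TCEP, IgG, Thesit / Reagent: TMR-labelled reporter peptide T*-PRC34 bound in PDZ groove / Compound dosing: single point, 20 µM / Schedule: 1 h incubation at room temperature before polarization reading / Technique: fluorescence polarization (mP) / Benchmarks: unlabelled peptide, DMSO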
# Numbers without * were called inactive; . = not tested or not shown.
SMILES,CAL PDZ FP-1,PKA-R2B act,RTF Ca sens inh,RTF Ca sens act,Keap1-Nrf2 PPI,DAGLB inh,LANA DNA inh,SR-BI DiI-HDL act,Rtt109 Vps75,CAL PDZ FP-2
Cc1ccc2c(c1)N(CC(=O)NCCc1ccccc1)C(=O)c1cccnc1O2,3,-3,-3,0,4,-4,2.8,-5,-7,-0.4
COc1ccc(C)cc1NC(=O)C12CCC(C)(C(=O)O1)C2(C)C (stereo not drawn),4,0,7,16,0,-4,-0.8,-12,31,-0.6
O=C(CN1CCN(CC(=O)Nc2ccc3c(c2)OCO3)CC1)Nc1ccc(F)cc1,-3,-9,-7,3,-4,1,-1.5,-25,1,-0.9
Cc1nn(CC(=O)NCc2ccccn2)c(C)c1[N+](=O)[O-],-3,6,0,1,0,3,0.1,19,7,1.3
CN1CCN(c2ccc(NC(=O)c3ccc(Br)o3)cc2)CC1,-2,3,-7,1,-1,-1,1.6,-2,-7,1.0
CCN(C(=O)COC(=O)CNC(=O)c1ccc(C)s1)c1ccccc1,-4,-13,-1,-2,-2,0,0.9,3,5,-0.1
Cc1cc2ncn(-c3ncccc3[N+](=O)[O-])c2cc1C,-1,-6,3,3,1,-2,-0.1,-2,-5,-1.8
O=C(NCCc1ccccc1)C1CCN(S(=O)(=O)N2CCCCC2)CC1,-11,5,-11,2,2,0,0.5,-16,4,-1.4
CCc1c(C)nc2ncnn2c1N1CCN(S(=O)(=O)c2ccc(OC)cc2)CC1,4,0,-4,0,-3,-4,1.6,10,-13,-0.8
COc1ccc(C(=O)NNC(=S)NC(=O)c2ccc(OC)cc2)cc1,10,-7,5,0,-3,1,0.6,9,-10,-0.9
Cc1ccc(OCCC(=O)OCC(=O)Nc2ccc(C)cc2Cl)cc1,2,1,-7,-6,-2,-5,2.0,15,5,-1.6
CCCc1cc(=O)oc2cc(C)cc(OCC(=O)NC3CC3)c12,.,-5,1,2,-1,-3,-1.0,2,-23,-1.1
Cc1ccc(N/C(=C\C(=O)c2ccccc2)C(=O)O)cc1,2,-4,-12,8,-5,1,-1.1,1,3,-4.2
COc1ccc(C)cc1S(=O)(=O)N(CC(=O)Nc1cccc([N+](=O)[O-])c1)c1cc(C)cc(C)c1,.,0,-4,3,0,0,2.1,-58,.,-3.6
O=P(COCCCCCOCP(=O)(c1ccccc1)c1ccccc1)(c1ccccc1)c1ccccc1,-12,-5,-16,3,-3,0,-1.2,19,-4,-6.6
O=C(COc1ccccc1-c1ccccc1)NCc1cccc(Cl)c1,0,2,5,2,-4,-8,-1.0,9,1,0.1
CC1CCCCC12NC(=O)N(CC(=O)Nc1ccccc1-c1ccccc1)C2=O (stereo not drawn),-1,-10,-8,-2,2,0,0.5,-16,-6,.
CCN1CCN(C(=O)CCCn2c(C)c3cnn(-c4ccccc4)c(=O)c3c2C)CC1,.,7,-3,-7,-5,-5,-0.3,1,5,-1.2
CC(C)C(NC(=O)c1ccc(C(C)(C)C)cc1)C(=O)N1CCC(C(N)=O)CC1 (stereo not drawn),-3,4,-5,3,-2,0,-0.5,-1,-4,-1.1
COc1cccc(CN(C(=O)c2ccco2)C2CCS(=O)(=O)C2)c1 (stereo not drawn),.,2,-3,2,-5,0,0.0,-3,-8,0.8
COc1ccccc1Sc1nc(-c2ccccn2)ncc1OC,-5,10,-4,10,-3,1,-0.4,-14,-3,-1.0
CN(C)S(=O)(=O)c1cccc(-c2cn3ccccc3n2)c1,3,19*,5,-2,-3,1,-0.5,6,4,-0.5
CCCCNc1c(-c2ccc(-c3cccc(Cl)c3)cc2)nc2ccccn12,-1,-11,-1,-5,0,-2,1.6,-63,-4,0.2
NC(=O)c1cc2ccc(O)cc2oc1=NCc1ccccc1,-5,-9,-67,60*,16*,-8,22,12,-129,.
CC(C)(C)NC(=O)CN(C(=O)CS(=O)CC(=O)Nc1ccc(F)cc1)c1ccc(Cl)cc1 (stereo not drawn),-2,2,-5,-2,-4,-3,1.8,13,2,-1.2
Cn1c(SCC(=O)c2ccccc2)ncc(C(=O)Nc2ccccc2)c1=O,-3,-13,-8,-1,0,-1,3.2,0,-3,-1.6
O=C(NC1CCN(C(=O)NCc2ccccc2)CC1)c1ccco1,1,-1,-3,1,-2,-1,0.8,18,-16,-0.2
N#Cc1c(NCc2ccccc2)ccnc1NCc1cccnc1,0,-17,6,11,-10,0,-1.5,-10,1,-2.5
CSc1ncc(C(=O)Nc2ccc(Cl)cc2)c(C)n1,1,-5,-6,-2,-5,-5,1.6,-22,-13,-0.7
O=C1C(=O)N(c2ccccn2)C(c2cccc(F)c2)/C1=C(/O)c1ccccc1 (stereo not drawn),-1,-3,-8,-5,-7,-4,-0.4,21,10,-3.2
CC1CCN(C(=O)CSc2nnc3ccccn23)CC1,-2,-4,3,-3,1,0,1.9,2,1,-0.4
COc1ccc(CCNC(=O)CSc2nc(O)c(CCC(C)C)c(=O)[nH]2)cc1OC,1,-2,-16,-1,-2,-1,2.3,1,-3,-2.3
O=C(CNS(=O)(=O)c1ccccc1)Nc1ccc(C(F)(F)F)cc1,-16,-6,-10,5,2,0,-1.2,8,2,-7.3
O=C(CN1C(=O)c2ccccc2C1=O)Nc1cccc(O)c1,-3,8,1,-4,0,0,-3.5,11,2,-0.2
CC(=O)OCc1cc2cc(C)ccc2[nH]c1=O,-4,5,-10,11,1,-5,1.3,14,6,1.2
Cc1cc(C)nc(SCC(=O)c2ccc3c(c2)OCCO3)n1,-4,7,-3,8,4,-8,-2.7,-9,8,-2.7
CCC(=O)Nc1ccc(Nc2nc(Cl)nc(Nc3ccc(NC(=O)CC)cc3)n2)cc1,-6,4,-2,-2,-2,1,2.3,12,-2,0.9
COC(=O)C1=C(C(=O)OC)[C@@H]2Nc3ccccc3[C@@]23C[C@@H](C(=O)OC)N(C(=O)c2ccco2)C3=N1,-1,1,-11,-3,0,1,0.6,20,5,0.5
CCOC(=O)c1ccccc1NC(=O)c1cc2sccc2n1C,4,0,2,1,-2,-11,0.5,-20,0,1.3
c1ccc2oc(SCc3nc4ccccc4s3)nc2c1,-8,5,-8,6,-4,-7,-1.4,-14,-4,-3.5
CCn1c(SCc2nc3ccccc3s2)nnc1-c1cccs1,4,3,-9,13,1,-1,-0.3,-7,5,-0.4
O=S(=O)(c1ccc(S(=O)(=O)N2CCC3(CC2)OCCO3)cc1)N1CCCC1,-4,-10,-7,8,-2,-2,1.2,-14,4,-2.3
Cc1ccc(S(=O)(=O)c2nc(-c3cccs3)oc2SCC(N)=O)cc1,0,-3,-7,0,-1,-4,-2.7,-15,-13,-0.7
Cc1ccc(C)c(NC(=O)c2cnn(-c3ccccc3)c2C)c1,-4,7,-2,0,-5,0,0.5,-12,0,-1.1
O=C(CN1CCN(CCO)CC1)Nc1ccccc1,.,-13,-4,7,3,-3,-0.5,28,-2,-0.4
O=C(OCn1nnc2ccccc2c1=O)c1cccnc1Cl,-5,1,0,-8,-4,-2,-0.5,14,-13,0.9
O=C(O)/C=C/C(=O)N1CCN(c2ccc(F)cc2)CC1,2,-2,-4,6,-6,0,0.9,36,4,0.2
COc1ccc(CCCC(=O)N/N=C/c2ccc(C)cc2)cc1,-2,-4,-1,0,-5,-2,0.9,13,4,-2.6
N#Cc1c(-c2ccco2)cc(-c2ccccn2)nc1N,-1,-6,8,-6,-3,0,0.9,-4,-30,-1.2
Cn1c(-c2ccccc2)cc2c3no[n+]([O-])c3ccc21,-3,4,7,-5,-4,2,-0.6,-55,-6,-0.2
COc1ccc(C(=O)Nc2ccnn2C2CCN(C3CCC3)CC2)cc1,5,-2,2,-2,-8,4,1.4,-4,4,-1.5
Cc1nc(N2CCOCC2)nc(OCCN(C)C)c1[N+](=O)[O-],0,-5,1,-2,-2,-1,0.2,13,.,-2.3
Cc1ccc(S(=O)(=O)NC(=O)Nc2nccs2)cc1,2,2,0,-9,-5,-2,-0.5,-5,-2,0.3
Cc1cc(NC(=O)c2ocnc2C)no1,.,0,-6,-8,-1,1,1.2,21,-8,-3.7
O=C(NCCO)C1CCN(C(=O)c2ccc(-c3ccccc3)cc2)CC1,4,-8,3,-5,-5,2,0.9,10,8,-0.3
CSc1cccc(NC(=S)N(C(C)C)C(C)c2ccccn2)c1 (stereo not drawn),-1,-13,-5,4,-3,-1,-0.4,-21,3,-1.4
O=C(COc1ccc(Cl)cc1)Nc1cccc(S(=O)(=O)NC2=NCCCCC2)c1,-6,7,-14,-7,-5,2,-0.8,-5,-2,-2.4
O=C(CSc1nccc(=O)[nH]1)c1ccco1,-1,-5,-6,4,-2,-2,0.4,3,-4,-1.5
CCN(CC)Cc1c(C(=O)N/N=C/c2cccs2)nnn1-c1nonc1N,-4,1,10,2,-3,-2,0.2,.,7,-0.3
CC(C)(C)OC(=O)N(CCc1ccccc1)Cc1ccc(OCc2cccc(NC(=O)C3CCCC3)c2)cc1,-10,4,-4,6,1,-26,-1.7,-47,2,0.0

# Next part
SMILES,CAL PDZ FP-1,PKA-R2B act,RTF Ca sens inh,RTF Ca sens act,Keap1-Nrf2 PPI,DAGLB inh,LANA DNA inh,SR-BI DiI-HDL act,Rtt109 Vps75,CAL PDZ FP-2
Nc1c2c(nn1-c1ccc(F)cc1)CSC2,1,-7,2,-3,6,-1,-0.4,3,-1,-2.3
CC1CCCN(C(=O)C2CCN(CC(C)c3ccccc3)CC2)C1 (stereo not drawn),-2,-2,-9,3,-5,3,-0.1,21,7,-0.3
CCCCN(CCCNC(=O)c1ccc(CS(=O)(=O)c2c(Cl)cccc2Cl)o1)Cc1ccccc1,-3,0,-10,4,5,0,0.1,-19,1,-1.0
COc1ccc(CCNC(=O)C2CCC(CNS(=O)(=O)c3ccc(F)cc3)CC2)cc1OC (stereo not drawn),4,2,7,-5,0,1,1.6,-41,3,-0.8
Brc1ccc(-c2nc3ncccn3c2NC2CCCCC2)o1,-2,-10,-7,8,1,5,3.5,-28,3,-1.5
COc1ccc(-c2noc(CN3CCCCC3c3nccn3C)n2)cc1 (stereo not drawn),-2,9,-8,3,-8,2,-4.6,-2,1,-0.3
COc1ccc(C(=O)Nc2ccc(Cl)c(S(=O)(=O)Nc3ccccc3OC)c2)cc1,-4,9,-1,3,-8,-3,0.1,-49,-4,-1.8

# Shown tab-delimited: three of the compounds above.
Structure	CAL PDZ FP-1	PKA-R2B act	RTF Ca sens inh	RTF Ca sens act	Keap1-Nrf2 PPI	DAGLB inh	LANA DNA inh	SR-BI DiI-HDL act	Rtt109 Vps75	CAL PDZ FP-2
CC1CCCN(C(=O)C2CCN(CC(C)c3ccccc3)CC2)C1 (stereo not drawn)	-2	-2	-9	3	-5	3	-0.1	21	7	-0.3
CCCCN(CCCNC(=O)c1ccc(CS(=O)(=O)c2c(Cl)cccc2Cl)o1)Cc1ccccc1	-3	0	-10	4	5	0	0.1	-19	1	-1.0
COc1ccc(CCNC(=O)C2CCC(CNS(=O)(=O)c3ccc(F)cc3)CC2)cc1OC (stereo not drawn)	4	2	7	-5	0	1	1.6	-41	3	-0.8

# Compound activity deposited in PubChem by several laboratories.
